Screening results deposited in PubChem by several laboratories.
V-ATPase pHluor: regulators of yeast V-ATPase proton pumping, primary screen, pHLuorin cytosolic pH fluorescence. S. cerevisiae. response, % at 10 µM. 0.37% of 350,000 active. AID 504577, 2011; in the data active = response mostly above about 7.3%, no sharp cut-off; inactive = mostly below about 5.4%; also: actives read high; inactives centre near 0; some compounds called inactive have numbers as strong as hits; reference of the scale not given here
Cardiac RTF inh: cardiac RTF calcium sensitivity inhibitors, primary screen, biochemical, IANBD-TnC fluorescence, EC70 calcium. Troponin I, cardiac muscle (Homo sapiens) + Troponin T, cardiac muscle (Homo sapiens) + …. IANBD-labeled cardiac RTF, Ca2+ fluorescence. inhibition, % at 7.15 µM. 0.12% of 340,000 active;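 active = inhibition above the mean inhibition of all tested compounds plus 3 SD, cut at about 17% in these data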;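 also: assay run at fixed EC70 calcium of 1.6 mM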
Wnt act: Wnt/beta-catenin pathway activators, primary screen, cell-based, plate reader, single point; activation, % at 9.35 µM; Wnt/beta-catenin reporter cell assay, activator; 1.2% of 300,000 active; in the data active = activation above about 30%, passing the limit was not always enough; inconclusive = no clear call, values can overlap the other calls;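 also: 0% = neutral control wells and 100% = positive control wells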
Arrestin-AP2 inh: inhibitors of beta-arrestin/AP2 binding, primary screen, biochemical, GPCR trafficking, flow cytometry. AID 504490, 2011. beta-arrestin 1 C-terminal peptide binding to AP2 beta2-adaptin appendage (human). 0.31% of 340,000 active. inhibition, % at 10 µM. FITC-arrestin peptide / GST-AP2 beads; AP2 beta2 appendage carries R879A mutation;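 active = inhibition above a set limit, near 3 SD of compounds lacking own fluorescence, cut at about 54% in these data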;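 also: plate controls were DMSO wells for no effect and 5 µM unlabelled arrestin peptide for full effect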
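Measured by: flow cytometry, FL1 (488/535 nm); Material: AP2 appendage R879A on GSH beads; Evaluation: percent response; Timing: pre-incubation 12 min, peptide binding 1 h, room temperature; Also added: 50 nM FITC-arrestin peptide; Medium: PBS with 0.05% Tween 20 and 0.1% BSA.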
MOR-DOR inv ag: inverse agonists of MOR-DOR heterodimerization, primary screen, cell-based, luminescence; Mu-type opioid receptor (Homo sapiens) + Delta-type opioid receptor (Homo sapiens), …; cell-based MOR-DOR heterodimer luminescence, inverse agonism; inhibition, % at 9.3 µM; 0.21% of 340,000 active; in the data active = inhibition above about 22%, passing the limit was not always enough;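 also: 0% = cells with DMSO and 100% = wells without cells with DMSO; values of inactives mirror those of a sister screen read the other way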
Keap1 Nrf2 FP: Keap1-Nrf2 protein-protein interaction inhibitors, primary screen, biochemical, fluorescence polarization, single point | Kelch-like ECH-associated protein 1 (Homo sapiens), Q14145 | Keap1 Kelch-Nrf2 peptide fluorescence polarization, 1536-well | inhibition, % at 9.4 µM | 0.15% of 340,000 active | AID 504523, 2011; in the data active = inhibition above about 12%; inconclusive = no clear call, values can overlap the other calls; inactive = below about 7.3%;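 also: human Keap1 Kelch domain with fluorescein labeled Nrf2 9mer peptide probe; 0% = neutral control wells and 100% = peptide positive control; higher means more block of Keap1 binding to Nrf2 peptide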
MOR-DOR ag: agonists of OPRM1-OPRD1 heterodimerization, primary screen, cell-based, luminescence; Mu-type opioid receptor (Homo sapiens) + Delta-type opioid receptor (Homo sapiens), …; cells; activation, % at 9.3 µM; 0.3% of 340,000 active; in the data active = activation above about 18%;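 also: 0% = vehicle-treated cells and 100% = reference agonist; values of inactives mirror those of a sister screen read the other way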
RTF Ca sens act: cardiac RTF calcium sensitivity activators, primary screen, biochemical, IANBD-TnC fluorescence, EC20 calcium; IANBD-labeled TnC RTF fluorescence at EC20 calcium; 0% EC20 calcium, 100% full calcium; AID 493008, 2010; 0.24% of 340,000 active; activation, % at 7.2 µM; Troponin I, cardiac muscle (Homo sapiens) + Troponin T, cardiac muscle (Homo sapiens) + …;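 active = activation above the mean over all tested compounds plus 3 SD, cut at about 30% in these data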;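 also: rise in fluorescence read as greater calcium sensitivity of cardiac thin filaments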
Pemphigus Ab inh: inhibitors of pemphigus antibody binding to DSG3, primary screen, biochemical, bead-based, flow cytometry, scFv-GFP. Desmoglein-3 (Homo sapiens), P32926. binding (percent of control), % at 10 µM. DSG3-coupled beads, scFv-anti-DSG3-GFP binding; active compounds read low. 0.48% of 310,000 active;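 active = binding more than 3 SD below its plate's average and above zero; inconclusive = below that plate limit but binding exactly zero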;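 also: hits lower antibody fragment binding to DSG3; some compounds called inactive have numbers as strong as hits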
Target sequence (P32926 whole entry, looked up, the tested form may be a part): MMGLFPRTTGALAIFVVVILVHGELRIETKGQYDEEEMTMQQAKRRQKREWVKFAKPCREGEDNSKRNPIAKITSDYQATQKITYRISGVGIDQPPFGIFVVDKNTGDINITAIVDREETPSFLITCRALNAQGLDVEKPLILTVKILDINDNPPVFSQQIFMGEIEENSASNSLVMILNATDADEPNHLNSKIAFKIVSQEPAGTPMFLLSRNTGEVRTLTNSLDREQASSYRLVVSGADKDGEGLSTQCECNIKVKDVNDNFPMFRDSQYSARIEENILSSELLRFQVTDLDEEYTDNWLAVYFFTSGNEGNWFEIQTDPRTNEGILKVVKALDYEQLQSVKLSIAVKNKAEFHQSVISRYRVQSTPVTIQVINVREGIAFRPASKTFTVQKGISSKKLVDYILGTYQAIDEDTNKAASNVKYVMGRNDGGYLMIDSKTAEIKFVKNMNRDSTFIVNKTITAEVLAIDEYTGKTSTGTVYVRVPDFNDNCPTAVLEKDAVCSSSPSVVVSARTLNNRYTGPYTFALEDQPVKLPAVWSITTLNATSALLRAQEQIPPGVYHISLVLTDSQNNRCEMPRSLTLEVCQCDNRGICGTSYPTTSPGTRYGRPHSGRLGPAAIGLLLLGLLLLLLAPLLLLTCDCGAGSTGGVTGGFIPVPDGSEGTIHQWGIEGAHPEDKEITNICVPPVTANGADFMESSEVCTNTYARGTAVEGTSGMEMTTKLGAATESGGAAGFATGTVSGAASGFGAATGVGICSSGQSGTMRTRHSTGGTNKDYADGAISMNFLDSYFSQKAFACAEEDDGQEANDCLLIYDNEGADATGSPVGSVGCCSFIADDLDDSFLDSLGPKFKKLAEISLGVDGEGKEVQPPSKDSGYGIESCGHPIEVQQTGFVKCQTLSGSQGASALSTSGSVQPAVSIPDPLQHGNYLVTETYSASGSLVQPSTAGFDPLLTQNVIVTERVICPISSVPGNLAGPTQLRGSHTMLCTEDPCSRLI
LANA DNA inh: inhibitors of KSHV C-LANA binding to DNA, primary screen, biochemical, fluorescence polarization, FAM-LBS DNA, MBP-C-LANA, single point; Kaposi's sarcoma herpesvirus LANA C-terminal domain (residues 932-1162) DNA binding; inhibition, % at 9 µM; 0.078% of 340,000 active;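 active = highest replicate inhibition at or above 60% at 9 µM, even if other replicates fall short; inactive = all replicates below 60% inhibition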;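 also: 0% = neutral control wells and 100% = 4 µM acridine orange control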
* = called active by the depositor.

`O=C(N/N=C/c1ccc([N+](=O)[O-])cc1)c1ccc(NS(=O)(=O)c2cccs2)cc1` gave V-ATPase pHluor 6, Cardiac RTF inh -2, Wnt act -3, Arrestin-AP2 inh -1, MOR-DOR inv ag -12, Keap1 Nrf2 FP -5, MOR-DOR ag 3.1, RTF Ca sens act -1, Pemphigus Ab inh 99 and LANA DNA inh 2.0.
For O=C(CSc1nc2ccccc2n1S(=O)(=O)c1cccc([N+](=O)[O-])c1)NCc1cccs1 the results were V-ATPase pHluor -3, Cardiac RTF inh -2, Arrestin-AP2 inh -1, MOR-DOR inv ag 12, Keap1 Nrf2 FP 4, MOR-DOR ag -2.4, RTF Ca sens act -3, Pemphigus Ab inh 100 and LANA DNA inh 0.3.
Screening Cc1nnc(C)n1/N=C/c1ccccc1 returned V-ATPase pHluor 1, Cardiac RTF inh -2, Wnt act -2, Arrestin-AP2 inh 12, MOR-DOR inv ag 3, Keap1 Nrf2 FP -3, MOR-DOR ag -0.5, RTF Ca sens act 2, Pemphigus Ab inh 95 and LANA DNA inh -0.5.
Cc1nnc(NNS(=O)(=O)c2ccc(Cl)cc2)[nH]c1=O was read as V-ATPase pHluor -1, Cardiac RTF inh -8, Wnt act -1, Arrestin-AP2 inh -2, MOR-DOR inv ag 9, Keap1 Nrf2 FP -5, MOR-DOR ag -1.7, RTF Ca sens act -2, Pemphigus Ab inh 90 and LANA DNA inh -0.8.
Screening COc1ccc(OCCn2cncn2)cc1 returned V-ATPase pHluor 1, Cardiac RTF inh -7, Wnt act 0, Arrestin-AP2 inh 21, MOR-DOR inv ag -1, Keap1 Nrf2 FP 0, MOR-DOR ag 0.2, RTF Ca sens act -1, Pemphigus Ab inh 98 and LANA DNA inh -1.4.
Screening CN1CCN(c2ccccc2NC(=O)c2ccc(-c3ccccc3[N+](=O)[O-])o2)CC1 returned V-ATPase pHluor 1, Cardiac RTF inh -8, Wnt act 0, Arrestin-AP2 inh 20, MOR-DOR inv ag -1, Keap1 Nrf2 FP 4, MOR-DOR ag 0.1, RTF Ca sens act 2, Pemphigus Ab inh 102 and LANA DNA inh -0.3.
COc1cc(OC)cc(C(=O)N2CCCC(Nc3ccc(F)cc3)C2)c1 (stereo not drawn) was read as V-ATPase pHluor 4, Cardiac RTF inh -6, Wnt act 0, Arrestin-AP2 inh -14, MOR-DOR inv ag 11, Keap1 Nrf2 FP -5, MOR-DOR ag -2.2, RTF Ca sens act -2 and LANA DNA inh -0.8.
Screening CC1CCN(C(=O)COC(=O)[C@H](C)NS(=O)(=O)/C=C/c2ccccc2)CC1 returned V-ATPase pHluor -2, Cardiac RTF inh 9, Wnt act 1, Arrestin-AP2 inh 10, MOR-DOR inv ag 16, Keap1 Nrf2 FP -3, MOR-DOR ag -3.6, RTF Ca sens act 0, Pemphigus Ab inh 114 and LANA DNA inh 1.7.
For CN(c1ccc(C(=O)Nc2ccc(CC#N)cc2)cc1)S(C)(=O)=O the results were V-ATPase pHluor 0, Cardiac RTF inh -4, Wnt act 1, Arrestin-AP2 inh -18, MOR-DOR inv ag 9, Keap1 Nrf2 FP 2, MOR-DOR ag -1.7, RTF Ca sens act 2, Pemphigus Ab inh 95 and LANA DNA inh -2.1.
CCOC(=O)N1CCOCCOCCN(C(=O)OCC)CCOCC1 was read as V-ATPase pHluor 0, Cardiac RTF inh -1, Arrestin-AP2 inh 3, MOR-DOR inv ag 3, Keap1 Nrf2 FP -2, MOR-DOR ag -0.6, RTF Ca sens act 2, Pemphigus Ab inh 109 and LANA DNA inh 0.7.
Screening O=C(Cc1ccccc1F)c1ccc(O)cc1O returned V-ATPase pHluor -1, Wnt act 2, Arrestin-AP2 inh 3, Keap1 Nrf2 FP 1, Pemphigus Ab inh 105 and LANA DNA inh 0.2.
`O/N=C1\CCCC\C1=C/c1ccccc1` gave V-ATPase pHluor -1, Cardiac RTF inh 5, Arrestin-AP2 inh 25, MOR-DOR inv ag 8, Keap1 Nrf2 FP -1, MOR-DOR ag -1.7, RTF Ca sens act -1, Pemphigus Ab inh 97 and LANA DNA inh -0.5.
`Cn1c(=O)[nH]c(=O)c2c1nc(CN1CCN(c3ccc(F)cc3)CC1)n2CCN1CCOCC1` gave V-ATPase pHluor -1, Cardiac RTF inh -6, Wnt act 6, Arrestin-AP2 inh -2, Keap1 Nrf2 FP -3, RTF Ca sens act -3, Pemphigus Ab inh 100 and LANA DNA inh 0.5.
For O=C(NC1CCCCC1)c1cc([N+](=O)[O-])ccc1N1CCCCC1 the results were V-ATPase pHluor -1, Cardiac RTF inh -19, Arrestin-AP2 inh 11, MOR-DOR inv ag 9, Keap1 Nrf2 FP -6, MOR-DOR ag -1.7, RTF Ca sens act 5 and LANA DNA inh 2.2.
N/C(Cc1ccc([N+](=O)[O-])cc1)=N\OC(=O)COc1ccc2ccccc2c1 was read as V-ATPase pHluor 2, Cardiac RTF inh -15, Wnt act -4, Arrestin-AP2 inh 34, MOR-DOR inv ag -17, Keap1 Nrf2 FP 2, MOR-DOR ag 2.8, RTF Ca sens act 2, Pemphigus Ab inh 99 and LANA DNA inh -0.9.
`CC1CCC(NC(=O)CSc2ccc(S(=O)(=O)N(C)C)cn2)CC1` (stereo not drawn) gave V-ATPase pHluor -3, Cardiac RTF inh -1, Wnt act -6, Arrestin-AP2 inh 9, MOR-DOR inv ag 2, Keap1 Nrf2 FP 1, MOR-DOR ag -0.4, RTF Ca sens act -3, Pemphigus Ab inh 96 and LANA DNA inh 0.9.
O=C(COc1ccccc1[N+](=O)[O-])Nc1ccc(Br)cc1 was read as V-ATPase pHluor 4, Cardiac RTF inh -1, Wnt act 48*, Arrestin-AP2 inh -3, MOR-DOR inv ag -18, Keap1 Nrf2 FP -4, MOR-DOR ag 3.6, RTF Ca sens act 3, Pemphigus Ab inh 103 and LANA DNA inh -1.0.
Cc1ccccc1OCCC(=O)Nc1ccc(N2CCOCC2)cc1N1CCOCC1 was read as V-ATPase pHluor -5, Cardiac RTF inh -4, Wnt act -4, Arrestin-AP2 inh -15, MOR-DOR inv ag 6, Keap1 Nrf2 FP 2, MOR-DOR ag -0.9, RTF Ca sens act 1, Pemphigus Ab inh 104 and LANA DNA inh 1.3.
COCCCNC(=O)C1CCN(c2ccc(N3CCOCC3)nn2)CC1 was read as V-ATPase pHluor -2, Cardiac RTF inh 1, Wnt act 2, Arrestin-AP2 inh 0, MOR-DOR inv ag 13, Keap1 Nrf2 FP 3, MOR-DOR ag -2.5, RTF Ca sens act 1, Pemphigus Ab inh 92 and LANA DNA inh 1.0.
Screening S=c1nc(-c2ccc(Cl)cc2)[nH][nH]1 returned V-ATPase pHluor 2, Cardiac RTF inh 2, Wnt act 10, Arrestin-AP2 inh 6, MOR-DOR inv ag 2, Keap1 Nrf2 FP 1, MOR-DOR ag -0.3, RTF Ca sens act -2 and LANA DNA inh -0.3.
`CCN(CC(=O)Nc1c(F)cccc1F)C(=O)Cc1sc(C)nc1-c1ccc(F)cc1` gave V-ATPase pHluor 4, Cardiac RTF inh -6, Wnt act -2, Arrestin-AP2 inh 26, MOR-DOR inv ag 12, Keap1 Nrf2 FP -4, MOR-DOR ag -1.8, RTF Ca sens act -7, Pemphigus Ab inh 94 and LANA DNA inh 0.9.
`CCOc1ccccc1CNCCOC` gave V-ATPase pHluor -1, Cardiac RTF inh -23, Wnt act -2, Arrestin-AP2 inh -6, MOR-DOR inv ag -6, Keap1 Nrf2 FP -3, MOR-DOR ag 0.9, RTF Ca sens act -3, Pemphigus Ab inh 104 and LANA DNA inh 0.5.
For COc1ccc([C@H]2CC(=O)C=C(c3cccc(OCc4ccccc4)c3)C2)cc1 the results were V-ATPase pHluor -3, Cardiac RTF inh -4, Wnt act -1, Arrestin-AP2 inh 1, MOR-DOR inv ag 6, Keap1 Nrf2 FP inconclusive, MOR-DOR ag -1.0, RTF Ca sens act 4, Pemphigus Ab inh 104 and LANA DNA inh 0.3.
For COC(=O)c1ccccc1NC(=O)C(C)NS(=O)(=O)c1ccc(OC)cc1 (stereo not drawn) the results were V-ATPase pHluor 0, Cardiac RTF inh -11, Wnt act 0, Arrestin-AP2 inh 7, MOR-DOR inv ag 8, Keap1 Nrf2 FP -8, MOR-DOR ag -1.9, RTF Ca sens act -2, Pemphigus Ab inh 104 and LANA DNA inh -1.3.
For O=C(CCCl)N1CCCC2(CCCCC2)C1 the results were V-ATPase pHluor -2, Cardiac RTF inh -4, Wnt act -2, Arrestin-AP2 inh 0, MOR-DOR inv ag 15, Keap1 Nrf2 FP 1, MOR-DOR ag -3.0, RTF Ca sens act 1, Pemphigus Ab inh 94 and LANA DNA inh 0.4.
For Cc1ccc(NC(=O)CSc2nnc(-c3ccco3)o2)c(C)c1 the results were V-ATPase pHluor 0, Cardiac RTF inh -12, Wnt act -7, Arrestin-AP2 inh -13, MOR-DOR inv ag 13, Keap1 Nrf2 FP -3, MOR-DOR ag -2.2, RTF Ca sens act 0, Pemphigus Ab inh 97 and LANA DNA inh -1.0.
For CCOc1ccc2[nH]c3nc(SCC(=O)NC4CC4)nnc3c2c1 the results were V-ATPase pHluor -2, Cardiac RTF inh 5, Wnt act 1, Arrestin-AP2 inh 18, MOR-DOR inv ag 10, Keap1 Nrf2 FP 1, MOR-DOR ag -2.0, RTF Ca sens act -7, Pemphigus Ab inh 95 and LANA DNA inh 0.2.
Screening Cc1ccnc(NC(=O)c2ccco2)n1 returned V-ATPase pHluor 0, Cardiac RTF inh -10, Wnt act 0, Arrestin-AP2 inh -1, MOR-DOR inv ag 7, Keap1 Nrf2 FP -4, MOR-DOR ag -1.2, RTF Ca sens act 3, Pemphigus Ab inh 102 and LANA DNA inh -0.5.
`CCOC(=O)c1nc2c(=O)n(C)c(=O)n(C)c2n(C)c1=O` gave V-ATPase pHluor -2, Cardiac RTF inh -8, Wnt act 2, Arrestin-AP2 inh -3, MOR-DOR inv ag 5, Keap1 Nrf2 FP -1, MOR-DOR ag -1.0, RTF Ca sens act 1, Pemphigus Ab inh 100 and LANA DNA inh 0.6.
